Hep lipid drop = hepatic lipid droplet formation modulation; AML12 mouse hepatocytes, oleate lipid droplets, BODIPY imaging; inhibition, % at 6.5 µM; 0.4% of 240,000 active; AID 1656;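 active means lipid droplet intensity inhibited by at least 50%, with more than 500 cells counted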
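Test system: AML12 mouse liver cells; schedule: overnight exposure; technique: high-content imaging of BODIPY-stained droplets and DAPI nuclei; read-out: % inhibition of corrected integrated BODIPY droplet signal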
SV40 large T antigen = TAg ATPase/helicase activity blockers – biochemical (AID 1903); inhibition, % at 20 µM; hits with a dose series show IC50 in µM; SV40 large T antigen ATPase/helicase inhibition assay; higher % means a stronger effect; 0.39% of 310,000 active; in the data active means a potency from the dose series; further: strong numbers were not always called active
Rac1 GTP hydrolysis = MgcRacGAP GTPase-activating activity inhibitors, confirmation, biochemical, ADP Hunter fluorescence; 0.6% of 340,000 active; MgcRacGAP-stimulated Rac1 GTP hydrolysis, ADP Hunter fluorescence; higher % means a stronger effect; GST-tagged Rac1 F28L mutant substrate; one-dose inhibition, % at 30 µM; IC50 in µM for titrated hits;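 active means first-screen hits whose inhibition reached a set limit at any dose in the follow-up dose series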;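 further: fluorescence reports GDP produced by GAP-driven GTP hydrolysis; strong numbers were not always called active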
GPR35 antagonists = GPR35 antagonists blocking zaprinast-driven arrestin recruitment, primary screen, imaging, U2OS, beta-arrestin-GFP, zaprinast agonist (AID 2058) | 0.052% of 290,000 active | inhibition, % at 10 µM, or IC50 in µM where a hit was titrated | U2OS GPR35 beta-arrestin-GFP translocation imaging, zaprinast antagonism; higher % means a stronger effect;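 active means inhibition of at least 50% with at least 30 cells and total cytoplasm GFP at most 10,000,000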
GPR55 beta-arrestin = GPR55 agonists via beta-arrestin recruitment, primary screen, imaging, U2OS cells, beta-arrestin-GFP redistribution (AID 1961). U2OS GPR55 beta-arrestin-GFP redistribution imaging; higher % means a stronger effect. activation, % at 10 µM, or EC50 in µM where a hit was titrated. 0.048% of 290,000 active;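 active means activation above 40% with more than 50 cells counted in the well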;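 further: U2OS osteosarcoma cells stably expressing GPR55 and beta-arrestin-GFP; plate controls were DMSO negative control for no effect and LPI positive control for full effect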
LYP phosphatase = inhibitors of LYP phosphatase, biochemical, fluorescence intensity, uHTS (AID 1779). recombinant LYP phosphatase, fluorescence intensity; higher % means a stronger effect. inhibition, % at 11.5 µM, or IC50 in µM where a hit was titrated. 0.054% of 290,000 active; in the data active means inhibition above about 50%;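 further: plate controls were vehicle with enzyme for no effect and no enzyme for full effect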
GPR55 antagonists = GPR55 antagonists blocking LPI-driven arrestin recruitment, primary screen, imaging, U2OS, beta-arrestin-GFP, LPI agonist (AID 2013). U2OS GPR55 beta-arrestin-GFP translocation imaging, LPI antagonism; higher % means a stronger effect. inhibition, % at 10 µM; hits with a dose series show IC50 in µM. 0.13% of 290,000 active;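 active means spots per cell inhibited over 60%, with over 100 cells counted and total cytoplasm intensity under 500,000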;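 further: U2OS cells stably carrying GPR55 and arrestin-GFP stimulated by 5 µM LPI near EC80; imaged beta-arrestin-GFP aggregate spots per cell after agonist stimulation; plate controls were LPI-stimulated DMSO wells for no effect and DMSO wells without LPI for full effect; some results filed as inactive read as strong as hits; confirmed hits need IC50 under 10 µM and bright autofluorescent wells are also inconclusive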
NTR1 ag = NTR1-driven beta-arrestin-GFP spot formation – imaging, U2OS cells, high content, primary screen (AID 493036); 0.17% of 330,000 active; activation, % at 20 µM; agonist mode; P30989;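 active means activation at or above 40% of the spot to cytoplasm intensity ratio, with at least 20 cells analyzed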;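 further: 0% = DMSO without peptide and 100% = 100 nM NTR1 peptide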
Target sequence (P30989 whole entry, looked up): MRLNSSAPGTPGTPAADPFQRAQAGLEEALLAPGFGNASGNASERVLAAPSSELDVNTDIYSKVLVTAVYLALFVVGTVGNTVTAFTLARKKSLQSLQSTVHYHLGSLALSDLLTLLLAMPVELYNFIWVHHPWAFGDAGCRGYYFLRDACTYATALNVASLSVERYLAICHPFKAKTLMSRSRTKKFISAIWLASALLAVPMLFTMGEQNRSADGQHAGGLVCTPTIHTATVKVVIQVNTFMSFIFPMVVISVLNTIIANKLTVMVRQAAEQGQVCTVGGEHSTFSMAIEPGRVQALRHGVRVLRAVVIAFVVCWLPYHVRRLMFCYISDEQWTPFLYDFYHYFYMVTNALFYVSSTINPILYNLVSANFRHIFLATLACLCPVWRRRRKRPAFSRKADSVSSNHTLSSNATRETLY
T cell HTS = modulates CD8 T cell binding to vesicles. 2C CD8+ T cell-vesicle binding, flow cytometry; active compounds read low. calls only at 7 µM. 0.068% of 330,000 active. AID 2052;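 active means response, share of CD8 T cells binding vesicles, and their 90th percentile fluorescence all below set limits, cut at about 80% in these data, passing the limit was not always enough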
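Incubation: binding step 1.5 h, 37 °C, antibody labelling 20 min, ice; system: murine 2C transgenic CD8+ T lymphocytes; technique: cytometric PE anti-B7-1 and Alexa647 anti-CD8 signals after 1% paraformaldehyde fixation; also added: QL9-charged Drosophila Ld/ICAM-1/B7-1 vesicles; control set: naked versus QL9-loaded vesicles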
Hep lipid drop cells 6.5 µM = further read-out of Hep lipid drop, marked with its call; cell count; measured here: cell count, cytotoxicity flag;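 cells counted across two imaged fields per well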
T cell HTS vesicle-bound % = further read-out of T cell HTS, marked with its call; double positive events, %; measured here: CD8+ vesicle-bound cell fraction;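 binding gate set so that unloaded-vesicle control wells show 10% double positive cells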
NTR1 ag cell count 20 µM = also measured in NTR1 ag; calls as there; cell count; measured here: cell count, cytotoxicity flag
Starred values were filed as active, the others as inactive; i = inactive; . = no result given. No enrichment for hits. About 1.8% of those tested had a hit in this group.

SMILES	Hep lipid drop	Hep lipid drop cells 6.5 µM	SV40 large T antigen	Rac1 GTP hydrolysis	GPR35 antagonists	GPR55 beta-arrestin	LYP phosphatase	GPR55 antagonists	NTR1 ag	NTR1 ag cell count 20 µM	T cell HTS	T cell HTS vesicle-bound %
COc1cc(C(=O)NC2CCN(Cc3ccccc3)CC2)cc(Cl)c1OC	3	878	-1%	8%	-3%	0.0%	-3%	6%	-0.8	84	i	34
COc1ccccc1NS(=O)(=O)c1ccc(Br)s1	.	.	1%	3%	-9%	0.5%	1%	-4%	-0.7	89	i	34
O=C(NCC1CCCN(C(=O)Cc2ccccc2Cl)C1)c1ccc(F)cc1 (centres undefined)	-13	670	-4%	25%	-2%	-0.1%	-7%	-20%	0.5	69	i	41
c1ccc(-n2ncc3c(N4CCCCC4)ncnc32)cc1	.	.	10%	-11%	15%	-0.2%	-5%	-5%	-0.6	56	i	44
CCOC(=O)C1=C[C@]2(CC)CCCN3CCc4c(n1c1ccccc41)[C@@H]32	7	722	7%	4%	1%	0.1%	-2%	15%	-0.3	64	i	20
C/C(=N\NC(=O)C1COc2ccccc2O1)c1cc2ccccc2o1 (centres undefined)	-4	709	-7%	12%	16%	0.1%	2%	-5%	0.3	69	i	23
CCn1c2ccccc2c2nnc(SCC(=O)Nc3ncccn3)nc21	1	716	-1%	10%	-7%	-0.4%	-6%	3%	-3.1	94	i	29
O=C(Cn1ncc2c(=O)oc3ccccc3c21)Nc1nc2ccccc2s1	27	780	-6%	.	12%	-0.1%	0%	6%	.	.	.	.
Cc1c(Cl)cccc1NC(=O)CSc1ccc(-c2cccnc2)nn1	1	702	12%	6%	-10%	0.6%	-8%	-8%	0.7	54	i	16
Nc1c(C(=O)N2CCOCC2)sc2nc3c(cc12)CCCC3	4	778	-2%	8%	0%	-0.1%	-11%	-2%	-0.3	37	i	29
CC1C(=O)Nc2ccccc2N1C(=O)c1cccc(C(F)(F)F)c1 (centres undefined)	7	864	14%	3%	10%	0.0%	-1%	-4%	-1.7	84	i	61
Cc1ccc(-c2csc(NC(=O)c3cnccn3)n2)cc1C	12	737	21%	-7%	-2%	-0.1%	-7%	6%	4.1	65	i	64
COC(=O)c1ccccc1OC(=O)c1cc[n+]([O-])cc1	16	723	6%	14%	16%	-0.1%	-6%	2%	1.3	104	i	48
Cc1ccccc1OCC(=O)Nc1ccc2c(c1)ncn2C	.	.	12%	13%	.	.	.	.	-0.1	52	i	38
CCC(Sc1ncccn1)C(=O)Nc1cc(C)on1 (centres undefined)	13	759	6%	8%	-11%	-0.1%	0%	-4%	-4.3	76	i	44
COc1ccccc1/C=C/c1nc(S(=O)(=O)c2ccccc2)c(N(C)C)o1	-22	731	6%	-4%	-8%	-0.1%	-12%	3%	0.0	69	i	8
CCCNC(=O)NC(=O)COC(=O)CNS(=O)(=O)/C=C/c1ccccc1	14	662	9%	6%	6%	-0.4%	-8%	12%	1.4	52	i	37
Cc1cccc(CCNC(=O)CN(C)S(=O)(=O)c2ccc3c(c2)c(=O)n(C)c(=O)n3C)c1	.	.	6%	8%	2%	-0.1%	-5%	-7%	0.6	69	i	27
Fc1cccc(Cl)c1CNCc1ccccc1Cl	-2	723	4%	10%	-4%	-0.1%	0%	8%	-0.3	28	i	26
O=C(CCCn1cnc([N+](=O)[O-])n1)Nc1ccc(Cl)c(Cl)c1	.	.	-1%	8%	5%	-0.1%	-8%	16%	1.8	52	i	9
CC(=O)C1=C(O)C(=O)N(c2cccnc2)C1c1ccc(Cl)cc1 (centres undefined)	.	.	16%	1%	28%	-0.1%	-8%	-12%	5.1	91	i	16
CCOC(=O)N1CCN(c2c(N3CCN(c4cccc(C(F)(F)F)c4)CC3)c(=O)c2=O)CC1	-1	634	12%	6%	-14%	-0.4%	-4%	-3%	-0.1	88	i	12
Cc1cc(=O)oc2cc(OCC(=O)N3CCC(C(N)=O)CC3)ccc12	-2	812	2%	0%	0%	-0.2%	-6%	-3%	-1.5	94	i	25
CCCn1nc(C(=O)NNC(=O)CSC(C)C(=O)Nc2cc(C)on2)c2ccccc2c1=O (centres undefined)	13	672	8%	6%	18%	0.0%	-8%	10%	-1.0	62	i	32
Cc1ccc2c(COC(=O)c3c(C)noc3C)cc(=O)oc2c1	14	723	2%	-5%	4%	-0.2%	-6%	-4%	-2.3	48	i	37
CCCCCN(C(=O)CCC(=O)OC(C)C(=O)NC1CCCCC1)c1c(N)n(CCCC)c(=O)[nH]c1=O (centres undefined)	.	.	3%	4%	.	.	.	.	0.1	63	i	31
CCS(=O)(=O)N1CCC(C(=O)NCc2cc(OC)ccc2OC)CC1	-4	741	5%	14%	0%	-0.1%	-8%	-9%	-0.3	49	i	30
CCc1ccc(Cn2nnc(C(=O)NCc3ccccc3OC)c2N)cc1	.	.	1%	9%	-16%	-0.2%	-8%	-10%	5.1	76	i	66
Cc1ccc(-n2ncc3c(=O)[nH]c(SCC(=O)N4CCCc5ccccc54)nc32)cc1	-12	708	3%	8%	0%	1.0%	0%	1%	3.0	68	i	45
CCCCSc1nnc(-c2ccc(NC(C)=O)cc2)n1C	-3	670	11%	-1%	1%	-0.5%	-2%	3%	-1.4	58	i	56

Reprinted from the part before: 4 entries, followed by the next part.
SMILES	Hep lipid drop	Hep lipid drop cells 6.5 µM	SV40 large T antigen	Rac1 GTP hydrolysis	GPR35 antagonists	GPR55 beta-arrestin	LYP phosphatase	GPR55 antagonists	NTR1 ag	NTR1 ag cell count 20 µM	T cell HTS	T cell HTS vesicle-bound %
CCS(=O)(=O)N1CCC(C(=O)NCc2cc(OC)ccc2OC)CC1	-4	741	5%	14%	0%	-0.1%	-8%	-9%	-0.3	49	i	30
CCc1ccc(Cn2nnc(C(=O)NCc3ccccc3OC)c2N)cc1	.	.	1%	9%	-16%	-0.2%	-8%	-10%	5.1	76	i	66
Cc1ccc(-n2ncc3c(=O)[nH]c(SCC(=O)N4CCCc5ccccc54)nc32)cc1	-12	708	3%	8%	0%	1.0%	0%	1%	3.0	68	i	45
CCCCSc1nnc(-c2ccc(NC(C)=O)cc2)n1C	-3	670	11%	-1%	1%	-0.5%	-2%	3%	-1.4	58	i	56
CCCc1c(C(=O)NNc2cc(C(F)(F)F)ccc2Cl)cnn1-c1ccccc1	1	694	16%	9%	-2%	-0.1%	-4%	0%	5.6	66	i	39
COCCCn1c(-c2ccsc2)nc2c1c(=O)[nH]c(=O)n2Cc1ccccc1	.	.	15%	0%	8%	-0.2%	-7%	1%	3.7	51	i	12
COc1ccc(/C=N/NC(=O)CN(Cc2ccccc2)S(=O)(=O)c2ccc3c(c2)OCCO3)cc1	-8	704	12%	7%	-4%	-0.3%	3%	0%	6.0	62	i	29
OCCN(C=NC1=NN(c2cccc(C(F)(F)F)c2)CC1)CCO	.	.	30%	31µM*	-11%	0.4%	1%	0%	-3.5	50	i	41
CCOC(=O)CN1C(=O)S/C(=C/c2ccc(O)c([N+](=O)[O-])c2)C1=O	-5	632	13%	2%	-2%	-0.3%	6%	4%	-1.3	82	i	58
COc1cccc(NC(=O)CN(C)S(=O)(=O)c2ccc3c(c2)NC(=O)CS3)c1	-19	691	3%	8%	-10%	0.7%	-9%	-20%	-0.6	64	i	37
COCCCNc1ncnc2c1cnn2-c1ccc(C)cc1C	5	716	-1%	4%	-5%	-0.2%	-10%	12%	0.4	45	i	23
Nn1c(SCC(=O)Nc2ccccc2)nnc1C1CCCCC1	.	.	4%	2%	.	.	.	.	1.0	46	i	53
CC(=O)N1c2ccc(S(=O)(=O)N(C)C3CCCCC3)cc2CC1C (centres undefined)	-19	712	2%	9%	12%	-0.1%	-7%	2%	1.0	52	i	40
COc1cc(C)c(Br)cc1S(=O)(=O)N1CCOCC1	-9	761	7%	12%	12%	0.2%	-4%	-6%	-0.9	58	i	41
O=C(c1ccc(F)cc1)N1CCN2C(=O)c3ccccc3C12c1ccccc1 (centres undefined)	6	640	7%	-16%	-22%	-0.3%	-2%	6%	0.1	42	i	37
CCOCC(=O)Nc1ccc(S(=O)(=O)NCCc2ccccc2)cc1	18	617	1%	0%	-6%	-0.4%	-7%	0%	-0.9	48	i	35
c1nc2n(n1)C1=C(CCCC1)C1(CCCCC1)N2	-5	707	4%	5%	-11%	-0.3%	3%	11%	3.5	57	i	40
Cc1ccc(S(=O)(=O)NNC2=NS(=O)(=O)c3ccccc32)c(C)c1	18	696	5%	13%	-12%	-0.4%	4%	5%	-0.2	73	i	41
Cc1csc(Sc2nc3c(c(=O)[nH]c(=O)n3C)n2CCCc2ccccc2)n1	.	.	2%	2%	-3%	-0.1%	-4%	20%	2.4	73	i	8
Nc1c(S(=O)(=O)c2cccs2)c2nc3ccccc3nc2n1Cc1cccs1	.	.	5%	2%	15%	0.6%	-9%	4%	3.3	56	i	30
CCOC(=O)C1=C(C)NC(=O)NC1c1c(OC)ccc2ccccc12 (centres undefined)	-21	791	8%	7%	-7%	0.2%	-9%	-4%	0.7	48	i	40
C=CCc1cccc2cc(C(=O)NNC(=O)CC#N)c(=O)oc12	-13	721	8%	13%	0%	0.7%	-9%	-4%	0.7	63	i	14
FC(F)(F)c1cccc(NC(=S)NCCc2ccccn2)c1	.	.	1%	3%	12%	0.3%	-5%	15%	-0.3	95	i	26

Profiles as entered above. Screens in order: Hep lipid drop | Hep lipid drop cells 6.5 µM | SV40 large T antigen | Rac1 GTP hydrolysis | GPR35 antagonists | GPR55 beta-arrestin | LYP phosphatase | GPR55 antagonists | NTR1 ag | NTR1 ag cell count 20 µM | T cell HTS | T cell HTS vesicle-bound %
Shown for `CCOC(=O)C1=C(C)NC(=O)NC1c1c(OC)ccc2ccccc12` (centres undefined) → -21 | 791 | 8% | 7% | -7% | 0.2% | -9% | -4% | 0.7 | 48 | i | 40
Shown for `C=CCc1cccc2cc(C(=O)NNC(=O)CC#N)c(=O)oc12` → -13 | 721 | 8% | 13% | 0% | 0.7% | -9% | -4% | 0.7 | 63 | i | 14
Shown for `Nc1c(S(=O)(=O)c2cccs2)c2nc3ccccc3nc2n1Cc1cccs1` → . | . | 5% | 2% | 15% | 0.6% | -9% | 4% | 3.3 | 56 | i | 30
